OXTR ag = human OXTR agonism; P30559; activation, % at 3 µM; actives 0.32% (n = 320,000); CHO-OTR cells, Fluo-8 calcium fluorescence; normalized: DMSO 0%, oxytocin 100%;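 active = activation above the mean of all tested compounds plus 3 SD, cutoff set per screening run, cut at about 20% in these data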;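 note: peak over basal fluorescence ratio from a 100 s FLIPR kinetic read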
Target sequence (P30559 whole entry, looked up): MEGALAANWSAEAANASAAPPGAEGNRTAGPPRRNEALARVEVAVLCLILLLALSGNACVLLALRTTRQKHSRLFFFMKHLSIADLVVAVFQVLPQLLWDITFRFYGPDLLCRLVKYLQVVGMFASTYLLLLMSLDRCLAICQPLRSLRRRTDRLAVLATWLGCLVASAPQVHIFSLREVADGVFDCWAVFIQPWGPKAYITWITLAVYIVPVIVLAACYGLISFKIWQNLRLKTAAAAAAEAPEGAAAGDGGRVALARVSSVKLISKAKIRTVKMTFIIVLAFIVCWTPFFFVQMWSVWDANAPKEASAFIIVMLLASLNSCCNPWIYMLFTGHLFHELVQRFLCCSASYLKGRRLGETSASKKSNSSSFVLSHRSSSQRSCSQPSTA
GPR7 antagonist = human neuropeptides B/W receptor 1 antagonism; actives 1.1% (n = 290,000); inhibition, % at 4.4 µM; P48145; GPR7-expressing cells, fluorescence antagonist assay; in the data active = inhibition above about 16%, passing the limit was not always enough;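 note: cells stimulated with the agonist NPW; 0% = agonist with vehicle and 100% = vehicle without agonist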
Target sequence (P48145 whole entry, looked up): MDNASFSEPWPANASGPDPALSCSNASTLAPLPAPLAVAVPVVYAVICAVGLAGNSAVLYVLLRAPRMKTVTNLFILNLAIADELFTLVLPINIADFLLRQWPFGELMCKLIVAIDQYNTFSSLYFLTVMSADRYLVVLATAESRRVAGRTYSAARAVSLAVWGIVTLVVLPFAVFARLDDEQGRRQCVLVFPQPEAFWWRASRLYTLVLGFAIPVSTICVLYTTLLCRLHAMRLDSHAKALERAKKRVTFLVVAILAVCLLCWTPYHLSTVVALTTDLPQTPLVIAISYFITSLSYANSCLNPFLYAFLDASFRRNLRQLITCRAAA
CHO-K1 Ca ag = M1 agonist counterscreen hit in parental CHO-K1 cells | Fluo-8 calcium fluorescence; scaled to maximal ATP response, vehicle zero | activation, % at 3 µM | actives 0.48% (n = 360,000); in the data active = activation above about 15%;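 note: untransfected CHO-K1 host cells lacking M1 receptor as counterscreen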
TAAR1 antagonist = antagonists of human TAAR1; Q96RJ0; CHO RD-HGA16 TAAR1, Fluo-8 calcium fluorescence, antagonist; inhibition, % at 3 µM; actives 1.5% (n = 360,000); AID 624466;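 active = inhibition above a per-plate cutoff, the mean inhibition of test compounds on that plate plus 3 SD, cut at about 49% in these data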;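 note: 0% = DMSO plus EC80 beta-PEA response and 100% = DMSO alone without agonist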
Target sequence (Q96RJ0 whole entry, looked up): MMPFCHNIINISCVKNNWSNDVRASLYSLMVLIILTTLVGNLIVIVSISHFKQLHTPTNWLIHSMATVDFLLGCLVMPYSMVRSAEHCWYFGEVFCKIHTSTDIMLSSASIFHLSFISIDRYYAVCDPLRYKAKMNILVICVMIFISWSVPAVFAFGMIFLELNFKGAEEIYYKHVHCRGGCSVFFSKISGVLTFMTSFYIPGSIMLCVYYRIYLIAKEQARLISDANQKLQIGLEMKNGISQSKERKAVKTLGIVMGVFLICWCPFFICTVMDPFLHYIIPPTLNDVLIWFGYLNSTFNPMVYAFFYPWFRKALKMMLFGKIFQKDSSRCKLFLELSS
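test system = CHO RD-HGA16 cells bearing hTAAR1 | replication = singlicate | controls = DMSO-only wells and EC80 β-PEA-stimulated wells | reagent = EC80 β-phenethylamine stimulus | read-out basis = percent inhibition of PEA-evoked calcium signal, max/basal emission ratio | schedule = seeding 17-24 h prior, 75-min 37 °C, 30-min RT dye loading | signal = kinetic Fluo-8 calcium fluorescence measurement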
V1R ag counter = counter-screen for oxytocin receptor agonists: human V1a receptor agonists. actives 0.25% (n = 320,000). P37288. CHO-V1R cells, Fluo-8 calcium fluorescence, agonist mode; 0% DMSO, 100% 3 nM vasopressin. activation, % at 3 µM;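 active = activation above the mean activation of all tested compounds plus 3 SD, per screening run, cut at about 20% in these data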;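 note: signal is peak over basal fluorescence ratio across a 100 second FLIPR read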
CHO parental Ca = signal in parental CHO cells, OX1R antagonist counter-screen. parental CHO-K1, ATP-induced calcium, Fluo-8 fluorescence. inhibition, % at 5.6 µM. actives 0.63% (n = 330,000). AID 463079;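 active = inhibition above that plate's mean sample inhibition plus 3 SD, cut at about 26% in these data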;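 note: 0% = ATP-challenged DMSO wells and 100% = DMSO wells without ATP; some compounds past the cut are filed as inactive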
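test system = CHO parental line | reagent = ATP stimulus | measured by = intracellular calcium via Fluo-8 no-wash fluorescent dye | control set = ATP and no-ATP DMSO wells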
CHO-K1 Ca PAM = M1 PAM counterscreen hit in parental CHO-K1 cells; AID 602247; activation, % at 3 µM; ATP EC20, Fluo-8 calcium fluorescence; 0% at ATP EC20, 100% at ATP max; actives 0.02% (n = 360,000);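 active = activation above the run cutoff, the mean activation of all test compounds plus 3 SD, cut at about 40% in these data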;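 note: peak over basal fluorescence ratio in a 140 s read after ATP addition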
CHO-K1 Ca antag = nonselective inhibitor or artifact in parental CHO-K1 cells; ATP-induced calcium, Fluo-8 fluorescence; inhibition, % at 3 µM; actives 0.6% (n = 360,000);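 active = inhibition above a per-plate cutoff, the plate's mean sample inhibition plus 3 SD, cut at about 24% in these data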;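 note: 0% = DMSO plus EC80 ATP and 100% = DMSO alone without ATP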
OXTR potentiate = potentiates the human oxytocin receptor response. activation, % at 3 µM. P30559. actives 0.061% (n = 320,000). CHO-OTR cells, Fluo-8 calcium fluorescence, potentiator mode; 0% = oxytocin EC15, 100% = EC100;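 active = activation above that plate's cutoff, the mean activation of tested compounds plus 3 SD, cut at about 6.6% in these data, passing the limit was not always enough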;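 note: 100% uses oxytocin at 75 nM as the full agonist control; some results filed as inactive read as strong as hits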
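Measured by – Fluo-8 calcium dye fluorescence · Test system – human OTR in CHO cells · Dosing – one concentration, 3.0 µM compound · Controls – EC15 oxytocin alone as 0%, 75 nM oxytocin as 100% · Evaluation – normalized max/min fluorescence ratio, % activation · Timing – 6 min pre-incubation, 100 s read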
* hit, by the source's call; . = no result given.

SMILES	OXTR ag	GPR7 antagonist	CHO-K1 Ca ag	TAAR1 antagonist	V1R ag counter	CHO parental Ca	CHO-K1 Ca PAM	CHO-K1 Ca antag	OXTR potentiate
CCN1C(=O)[C@H]2[C@H]3[C@H](O)[C@H](O)C/C(=N\OC[C@@H](C)[C@H](OCc4ccccc4)C(C)C)[C@@H]3CC[C@H]2C1=O	0.2	-8	.	.	2.5	-19	.	.	-4
COc1ccccc1-n1cnnc1SCC(=O)Nc1ccccc1	1.6	-8	1.0	-11	1.1	-3	3	-15	0
COc1ccc(N2CCN(C(=O)CCCCCn3c(=S)[nH]c4ccc(N5CCOCC5)cc4c3=O)CC2)cc1	.	.	7.3	56*	.	.	-11	5	.
Clc1ccc(OCc2cn3ccccc3n2)c2ncccc12	-2.5	6	0.3	12	-0.6	-2	17	-4	-8
CC(C)NC(=O)C1(C)CCN1C(=O)c1cccc(Cl)c1 (stereo unspecified)	.	.	0.8	-12	.	.	2	4	.
O=C1C=C(c2cccc(O)c2)C[C@@H](c2ccc(F)cc2)C1	4.2	.	0.8	32	3.3	-2	4	-4	-5
COc1ccc(CN2[C@@H](CC(=O)O)c3cc(F)ccc3S2(=O)=O)cc1	0.7	.	0.1	8	0.4	4	3	-5	2
CC(C)c1ccc(NC(=O)COC(=O)c2ccc(CN3CCCC3=O)cc2)cc1	3.4	.	2.9	6	2.9	-17	6	-13	-2
Cc1ccc(S(=O)(=O)N2CCN(C(=O)c3ccco3)CC2)cc1C	-0.4	-6	1.1	16	1.5	-4	1	-4	-16
CCN(CC)CCn1nc(C)nc1-c1ccccc1O	0.4	-1	0.2	-15	0.2	-6	-4	-1	-7
COc1cccc(-c2ccc(NC(=O)C3CCCN(Cc4nccn4C)C3)cc2)c1 (stereo unspecified)	2.0	9	1.0	-8	2.9	-11	-17	4	-9
O=C(N/N=C/c1cc2c(cc1Br)OCO2)c1cccnc1	-1.9	-3	0.2	10	-0.6	-12	3	3	-10
CCN(CC)C(=O)CSc1nc2cc3c(cc2c(=O)n1Cc1ccc2c(c1)OCO2)OCO3	-0.6	2	-0.1	1	-0.7	-3	13	1	-5
COC(=O)c1ccc(COc2ccc(C=O)cc2OC)o1	0.8	-10	0.9	-15	0.3	-13	17	-3	1
C/C(CC(=O)Nc1cccc(C(F)(F)F)c1)=N\NC(=O)c1ccncc1	6.1	-9	3.0	-3	3.4	-16	7	-5	-13
CCOC(=O)c1ccc(CNC(=O)c2cc(C(C)(C)C)oc2C)o1	1.7	-10	0.7	-1	3.9	-22	-7	14	-22
COc1ccc(N2CCN(C(=O)Cc3ccc(Cl)cc3)CC2)cc1	3.7	-11	0.4	3	2.8	-3	-17	15	-11
CCOC(=O)c1ccc(NC(=S)N2CCSC2c2ccc(Cl)cc2)cc1 (stereo unspecified)	38*	0	8.2	105*	39*	28	6	13	-12
COc1cccc(Cn2c(N)c(C#N)c3nc4ccccc4nc32)c1OC	4.7	0	0.8	6	1.3	-11	14	-18	-10
COc1ccc(C(=O)N/N=C/c2ccc(OC)c(CN3CCCc4ccccc43)c2)cc1	-1.9	-8	0.2	20	-0.8	-17	9	-13	-3
CC(C)Cc1nc(SCC(=O)NCc2ccccc2)n[nH]1	-0.7	20	0.0	12	0.3	-12	6	-1	-12
CCOC(=O)N1CCN(c2nc(=S)n(-c3ccccc3)c(C)c2C(C)=O)CC1	0.3	4	0.2	8	0.1	-15	2	-4	6
COc1cc2c(cc1OC)C(c1cc3ccccc3oc1=O)=NC(C)(C)C2	-1.0	3	0.1	-6	-0.1	-17	13	-12	-6
Cc1ccc(S(=O)(=O)Nc2ccc3c(c2)nc(CCN2CCN(c4ccccn4)CC2)n3C)cc1	3.2	-16	7.6	5	4.4	-27	6	-12	-4
Cc1ccc2cccc(OCC(=O)N(C)CC(=O)Nc3ccc(F)cc3)c2n1	1.1	.	0.2	-12	0.3	-11	4	-3	-3
Cc1nn(CC2CC2)c(=O)n1-c1ccc(F)cc1	0.2	1	2.4	-12	-0.6	6	19	-18	-10
C=CCN(CC(=O)NC1CC1)S(=O)(=O)c1cccc(C(F)(F)F)c1	-0.3	.	-0.5	13	-0.4	-8	12	-24	-3
Cc1ccccc1-c1nc(-c2ccccn2)no1	-0.5	-6	1.5	-7	-1.1	-24	27	-11	-12
Cc1cccc(OCCC(=O)NCC(c2ccco2)N2CCCCC2)c1 (stereo unspecified)	-1.1	1	0.3	4	0.5	-13	15	0	-6
Nc1ccccc1SCc1cc([N+](=O)[O-])cc2c1OCOC2	-1.6	-7	0.1	21	0.0	-12	2	0	6
COc1ccccc1C(CNC(=O)c1ccc(OCc2c(C)noc2C)cc1)N1CCCC1 (stereo unspecified)	0.0	.	-0.5	11	0.1	-17	4	-12	-2
O=C(COc1ccc(Br)cc1CNCCCN1CCOCC1)Nc1ccccc1	2.7	12	0.8	-22	0.7	-25	17	4	-4
CCOC(=O)c1oc2cc(O)cc(C)c2c(=O)c1-c1cscn1	-0.4	-1	1.3	-17	1.6	-9	2	5	-4
O=C(O)C1C2C=CC(C2)C1C(=O)Nc1cccc(Cl)c1 (stereo unspecified)	0.8	-7	0.2	-3	0.1	1	-1	-4	-9
COc1ccccc1Oc1ccc(S(=O)(=O)NCc2ccccn2)cc1	9.2	-3	11	24	6.1	16	6	2	-9
CCCCOc1cccc(/C=N/NC(=O)c2csc(C)c2C)c1	-1.8	11	0.7	9	0.1	-19	16	-11	-5
COCC(=O)N(CCc1ccc(OC)c(OC)c1)Cc1nc2ccccc2c(=O)[nH]1	0.9	-4	-0.3	18	0.1	-4	-5	18	-13
C=CCn1c(C(CC(C)C)CC(C)O)n[nH]c1=S (stereo unspecified)	0.5	-3	1.4	11	1.4	-7	33	-14	-9
CCOC(=O)C1(CC2CCCCO2)CCN(C(=O)Nc2ccc3c(c2)OCO3)CC1 (stereo unspecified)	0.0	-13	-0.1	19	0.8	-9	2	0	-4
CCCCOc1ccc(-c2nnn(CC(=O)Nc3ncc(CC(=O)OCC)s3)n2)cc1	33*	7	0.1	21	27*	-10	21	-10	-19
CC(C)Cc1nnc(NC(=O)c2ccc(N3CCCC3=O)cc2)s1	0.1	.	0.1	-5	1.0	2	-7	-4	-12
Cc1ccc2oc(-c3cccc(NC(=O)c4ccc(Br)o4)c3C)nc2c1	-1.6	1	0.4	18	0.1	-15	16	-2	0
COc1ccc(CNC(=O)CN2CCN(C(c3ccccc3)c3ccccc3)CC2)cc1	-2.3	-17	0.5	20	-2.2	-23	-5	-5	-8
CC(NS(=O)(=O)c1cccc(C(=O)O)c1)C12CC3CC(CC(C3)C1)C2 (stereo unspecified)	.	.	0.1	1	.	.	-12	-2	.
CC(C)(C)c1ccc(S(=O)(=O)N2CC(=O)Nc3ccccc32)cc1	-1.0	-2	1.4	-6	0.4	-10	-4	4	-1
COCCNC(=O)CSc1nnc2c(Cl)cc(Cl)cn12	0.1	-5	0.6	-20	1.2	-1	13	-8	-11
COC(=O)c1cc(Cl)c(NS(=O)(=O)c2ccccc2)cc1OC	-1.6	-2	0.1	-12	0.2	-5	14	-7	-3
COc1ccccc1CNC(=O)CCCOc1cc(=O)n(C)c2ccccc12	-1.4	-3	0.9	-1	-0.4	-28	27	-14	-6
COc1ccc(NC(=O)CN(C)C(=O)c2ccc(NC3CC3)c([N+](=O)[O-])c2)cc1	-1.2	.	-0.4	-19	-0.3	-22	0	-6	-2
O=C(c1ccc(CS(=O)c2ccccc2Cl)o1)N1CCN(c2ccccn2)CC1 (stereo unspecified)	5.6	4	10.0	11	4.8	-5	7	-9	-13
CCOC(=O)c1[nH]c2ccc(OC)cc2c1NC(=O)N1CCOCC1	0.3	-7	0.6	-3	1.4	-7	15	-11	-16
O=C(CCN1C(=O)/C(=C/C=C/c2ccccc2)SC1=S)Nc1nc2ccccc2s1	0.4	-10	0.1	-6	0.4	-2	15	-10	-5
CN(C)C(=O)CN1CCN(C(=O)CCl)CC1	-0.6	0	1.0	5	0.0	6	15	-6	-12
CC(C)c1ccc(OCc2ccc(C(=O)NN3CCN(C)CC3)o2)cc1	2.3	-11	1.2	-2	3.2	-14	14	-7	-12
O=C(NCc1ccco1)Nc1cccc(-c2ccccc2)c1	.	.	-0.3	3	.	.	-10	-5	.
Cc1cc(C)c(C)c(S(=O)(=O)NCc2ccc(C(=O)NCC3CCCO3)cc2)c1C (stereo unspecified)	1.2	2	0.8	-8	2.3	-1	-14	8	-15
CN(CC(=O)NCCCc1ccccc1)S(=O)(=O)c1ccc(Br)cc1	-0.4	-8	4.1	-14	1.9	-13	8	1	-3
CC1CCN(C(=O)CSc2ccc(-c3ccc4c(c3)OCCO4)nn2)CC1	-0.9	-9	2.6	17	5.4	-10	16	-4	3

Already shown: entries from further up.
SMILES	OXTR ag	GPR7 antagonist	CHO-K1 Ca ag	TAAR1 antagonist	V1R ag counter	CHO parental Ca	CHO-K1 Ca PAM	CHO-K1 Ca antag	OXTR potentiate
CCN1C(=O)[C@H]2[C@H]3[C@H](O)[C@H](O)C/C(=N\OC[C@@H](C)[C@H](OCc4ccccc4)C(C)C)[C@@H]3CC[C@H]2C1=O	0.2	-8	.	.	2.5	-19	.	.	-4
COc1ccccc1-n1cnnc1SCC(=O)Nc1ccccc1	1.6	-8	1.0	-11	1.1	-3	3	-15	0
COc1ccc(N2CCN(C(=O)CCCCCn3c(=S)[nH]c4ccc(N5CCOCC5)cc4c3=O)CC2)cc1	.	.	7.3	56*	.	.	-11	5	.
Clc1ccc(OCc2cn3ccccc3n2)c2ncccc12	-2.5	6	0.3	12	-0.6	-2	17	-4	-8
CC(C)NC(=O)C1(C)CCN1C(=O)c1cccc(Cl)c1 (stereo unspecified)	.	.	0.8	-12	.	.	2	4	.
O=C1C=C(c2cccc(O)c2)C[C@@H](c2ccc(F)cc2)C1	4.2	.	0.8	32	3.3	-2	4	-4	-5
COc1ccc(CN2[C@@H](CC(=O)O)c3cc(F)ccc3S2(=O)=O)cc1	0.7	.	0.1	8	0.4	4	3	-5	2
CC(C)c1ccc(NC(=O)COC(=O)c2ccc(CN3CCCC3=O)cc2)cc1	3.4	.	2.9	6	2.9	-17	6	-13	-2
Cc1ccc(S(=O)(=O)N2CCN(C(=O)c3ccco3)CC2)cc1C	-0.4	-6	1.1	16	1.5	-4	1	-4	-16
CCN(CC)CCn1nc(C)nc1-c1ccccc1O	0.4	-1	0.2	-15	0.2	-6	-4	-1	-7
